From PubChem BioAssay
influenza NS1A: NS1A inhibition, H1N1 influenza, cell based functional assay (AID 504329) | NS1A functional cell-based assay, percent inhibition; higher % means a stronger effect | inhibition, % at 12.5 µM, or IC50 in µM where a hit was titrated | 340,000 tested, 0.3% active; in the data active means a potency from the dose series; inconclusive means inhibition above about 27% without an active follow-up result; further: strong numbers were not always called active
inhibitors of VEEV: inhibitors of VEEV TC-83 cytopathic effect, confirmation, Vero cells (AID 588727). 350,000 tested, 0.13% active. Vero cells, VEEV TC-83 cytopathic effect inhibition; higher % means a stronger effect. inhibition, % at 20 µM, or IC50 in µM where a hit was titrated; in the data active means a potency from the dose series; inconclusive means inhibition mostly from about 14% at the one dose, without a potency; inactive means the rest, 99 in 100 with inhibition below about 12%; further: strong numbers were not always called active
M. tuberculosis: growth inhibition of non-replicating M. tuberculosis (AID 488890); Mycobacterium tuberculosis non-replicating, growth inhibition; higher % means a stronger effect; inhibition, % at 25 µM; hits with a dose series show IC50 in µM; 320,000 tested, 0.39% active; in the data active means a potency from the dose series; inconclusive means inhibition mostly from about 82% at the one dose, without a potency; inactive means the rest, 99 in 100 with inhibition below about 76%;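 further: plate controls were DMSO cells for no effect and high antibiotic wells for full effect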
Salmonella PhoP GFP: Inhibition of PhoP regulon, Salmonella typhi GFP reporter cells, confirmation, 4 h (AID 1850). Salmonella Typhi PhoP-promoter GFP reporter, fluorescence, 4 h; higher % means a stronger effect. inhibition, % at 50 µM; hits with a dose series show IC50 in µM. 310,000 tested, 0.33% active; in the data active means a potency from the dose series; inconclusive means inhibition mostly from about 25% at the one dose, without a potency; inactive means the rest, 99 in 100 with inhibition below about 19%;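 further: 0% = induced wells with vehicle and 100% = uninduced wells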
H37Rv inhibition: M. tuberculosis growth inhibition, HTS (AID 449762). 330,000 tested, 0.59% active. inhibition, % at 25 µM, or IC50 in µM where a hit was titrated. M. tuberculosis H37Rv growth inhibition, 7H9 media; higher % means a stronger effect; in the data active means a potency from the dose series; inconclusive means inhibition above about 70% without an active follow-up result;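 further: bacterial growth assessed after seven days of incubation; strong numbers were not always called active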
inhibitors of VEEV 10K pilot screen: further read-out of inhibitors of VEEV, marked with its call; inhibition, %; measured here: 10K pilot screen inhibition
Active calls of the source: *; i = inactive; ? = inconclusive; nt = no result given.

SMILES	influenza NS1A	inhibitors of VEEV	M. tuberculosis	Salmonella PhoP GFP	H37Rv inhibition	others
CCOCC(=O)Nc1nc2ccc(OC)cc2s1	5.1%	3.0%	74.8%	16.5%	?
O=C(COc1ccc(-n2cnnn2)cc1)Nc1cccc(Cl)c1Cl	6.0%	i	5.4%	-3.9%	0.6%
O=C(Nc1ccncc1)c1cc(S(=O)(=O)N2CCCC2)ccc1Cl	1.0%	2.5%	-7.4%	nt	5.2%
COc1ccc(C(CC(=O)c2ccc(O)cc2)S(=O)(=O)c2ccc(C)cc2)cc1 (stereo unspecified)	-1.7%	8.7%	39.8%	0.7%	10.8%
COc1ccc(Cc2n[nH]c(=S)n(N)c2=O)cc1	1.4%	1.7%	39.5%	0.6%	7.9%
CC(C)C(=O)C1=Cc2cc([N+](=O)[O-])ccc2OC1N1CCOCC1 (stereo unspecified)	-3.6%	0.7%	-5.2%	2.6%	7.9%
Cc1onc(-c2ccccc2)c1C(=O)N/N=C/c1ccco1	-19.4%	i	15.2%	4.3%	5.9%
O=C(COCC(=O)N1CCOCC1)N1CCOCC1	-4.2%	0.8%	4.7%	-9.0%	7.8%
Cc1ccc(S(=O)(=O)N2CC(=O)NC(=O)C2)cc1	-2.2%	i	-3.2%	-24.0%	6.9%
CN1CCCC(C(=O)c2ccc(Cl)cc2)C1 (stereo unspecified)	-6.2%	i	2.9%	9.9%	5.5%
Cc1cccc(N2CCN(C(=S)c3ccc(-c4ccccc4[N+](=O)[O-])o3)CC2)c1	3.3%	2.6%	11.6%	-2.3%	2.0%
CC12CC(O)C3C(CCC4=CC(=O)CCC43C)C1CCC2=CCO (stereo unspecified)	0.4%	0.3%	nt	nt	nt
CCS(=O)(=O)N1Cc2ccccc2CC1C(=O)N(C)CC(=O)Nc1ccc(OC)cc1 (stereo unspecified)	-17.6%	3.5%	11.7%	nt	-5.1%
CC(C)Cn1c(N)c(-c2nc(C(C)C)c(C(=O)c3ccccc3F)s2)c(=O)n(C)c1=O	nt	nt	-10.8%	-5.4%	1.3%
S=c1[nH]cc(-c2ccccc2)n1-c1ccccc1	10.2%	0.3%	1.4%	-9.1%	2.5%
COc1ccc(C(C(=O)NC2CCCC2)N(C(=O)c2ccoc2C)c2ccc(C)cc2)cc1 (stereo unspecified)	0.5%	i	19.4%	-5.8%	-4.2%
O=C(CNC(=O)c1ccc2c(c1)OCO2)N/N=C/c1cccc([N+](=O)[O-])c1	-21.7%	1.0%	4.3%	-8.8%	0.5%
CCCC1=Nc2cc(C(=O)NCCCN3CCOCC3)ccc2Sc2ccccc21	3.0%	i	7.3%	-2.3%	2.0%
N#CCSc1nnc(-c2ccc(F)cc2)n1N	-5.3%	2.3%	6.0%	-16.8%	3.5%
Cc1cccc(N2CCN(S(=O)(=O)c3c(C(=O)N4CCCCC4)c(C)n(C)c3C)CC2)c1C	-2.4%	4.3%	15.3%	-12.3%	-5.5%
N=c1ccn(Cc2ccc(Cl)c(Cl)c2)cc1	7.0%	i	-15.4%	-1.1%	-3.8%
CCOC(=O)C(NC(C)=O)C(=O)Nc1c(C)cccc1C (stereo unspecified)	5.0%	i	14.0%	-5.1%	2.5%
Cc1cc(N2CCOCC2)ccc1/C=C1\NC(=O)N(CC(=O)Nc2ccc(F)cc2)C1=O	6.7%	i	11.2%	-13.7%	7.6%	inhibitors of VEEV 10K pilot screen=2.3
O=C(Cc1ccccc1)N/N=C/c1cccnc1	-0.1%	1.0%	-2.3%	1.5%	-0.2%
Cc1ccccc1NC(=O)c1ccc(NS(=O)(=O)c2cc(C(C)(C)C)cc(C)c2C)cc1	5.9%	0.8%	-1.8%	-6.7%	-3.7%
CC(C)CCNC(=O)C1(c2cccs2)CCOCC1	-10.0%	0.3%	4.2%	6.3%	-7.9%
C=CCn1c(=NC(=O)C2CCCCC2)sc2cc(NC(C)=O)ccc21	30.5%	1.5%	nt	nt	1.5%
CC1(OC(=O)CCc2ccccc2)C(=O)C=C2C=C(c3ccc(C#N)cc3)N(CCc3ccccn3)C=C2C1=O (stereo unspecified)	0.0%	0.5%	23.6%	1.0%	3.0%	inhibitors of VEEV 10K pilot screen=0.6
CN(C)N1C(=O)c2c(Cl)c(Cl)c(Cl)c(Cl)c2C1=O	0.5%	i	nt	nt	nt
O=C(O)CCCNS(=O)(=O)c1ccc(Br)s1	-0.1%	0.1%	-15.8%	3.0%	-4.3%
Cc1ccc(S(=O)(=O)NCCC(=O)OCC(=O)N(Cc2ccccc2)C(C)(C)C)cc1	-0.8%	4.0%	0.9%	6.4%	-7.2%
COc1cc(CCN2C(=O)c3cccc4cccc(c34)C2=O)c(S(=O)(=O)N2CCC(C)CC2)cc1OC	-2.2%	10.7%	12.3%	-9.6%	11.2%
Fc1cccc(Cl)c1CN1CCN(c2nc3ccccc3s2)CC1	-3.3%	1.2%	-7.0%	-2.2%	-6.6%
Cn1cnc2c1c(=O)[nH]c(=O)n2C	nt	nt	-1.0%	-10.0%	-3.7%
Cc1nc2ccccc2nc1N/N=C/c1ccc(O)cc1	13.5%	2.5%	12.4%	22.9%	9.3%
Cc1cccc(NC(=O)CCOc2ccccc2)c1	-3.0%	1.0%	44.2%	2.1%	-2.2%
CCc1ccccc1OCC(=O)Nc1cccc(S(=O)(=O)N2CCCC2)c1	7.3%	10.8%	nt	nt	nt
Cc1cc2cc(C#N)c(N3CCOCC3)nc2cc1Cl	-20.0%	2.0%	2.3%	-0.6%	2.0%
O=C(NCc1ccco1)N1c2ccccc2Sc2ccccc21	-0.5%	i	-8.1%	5.1%	-13.8%
COc1cc2c(cc1NC(=O)/C=C/c1ccc([N+](=O)[O-])cc1)oc1ccccc12	-4.3%	i	-6.4%	5.1%	8.0%
COc1ccccc1-c1nc(-c2ccncc2)no1	2.0%	i	7.0%	6.6%	9.5%
CCCC1CCc2c(sc(NC(=O)c3cccs3)c2C(N)=O)C1 (stereo unspecified)	-10.3%	1.5%	-2.1%	-2.9%	-2.3%
COc1ccc(C)cc1S(=O)(=O)NC1CCCC1	-12.9%	0.1%	-5.6%	-0.3%	4.6%
CC(=O)c1cccc(NC(=O)N2C3CCC2CC(NC(=O)Nc2ccccc2)C3)c1 (stereo unspecified)	-7.8%	0.3%	-20.6%	-6.0%	0.0%
COCCNC(=O)CN1C(=O)CSc2cc(S(=O)(=O)N3CCCCCC3)ccc21	10.8%	0.1%	nt	-6.4%	-12.9%
CC(C)CN1CCC(C(=O)NCC2CCCO2)CC1 (stereo unspecified)	1.8%	0.7%	-11.2%	-0.6%	0.1%
CC(=O)c1ccc(Nc2nc(=O)c3cccnc3s2)cc1	-5.3%	2.6%	-7.2%	22.0%	-3.8%
CC(=O)c1cccc(NC(=O)C(C)OC(=O)C2=NNC(=O)CC2)c1 (stereo unspecified)	-4.8%	3.5%	-5.4%	nt	0.9%

Reprinted at random: 3 records from the list.
SMILES	influenza NS1A	inhibitors of VEEV	M. tuberculosis	Salmonella PhoP GFP	H37Rv inhibition	others
CC(=O)c1ccc(Nc2nc(=O)c3cccnc3s2)cc1	-5.3%	2.6%	-7.2%	22.0%	-3.8%
COc1ccccc1-c1nc(-c2ccncc2)no1	2.0%	i	7.0%	6.6%	9.5%
COc1cc2c(cc1NC(=O)/C=C/c1ccc([N+](=O)[O-])cc1)oc1ccccc12	-4.3%	i	-6.4%	5.1%	8.0%

(listing goes on)
SMILES	influenza NS1A	inhibitors of VEEV	M. tuberculosis	Salmonella PhoP GFP	H37Rv inhibition	others
COc1ccccc1C(NC(C)=O)c1cc(Cl)c2cccnc2c1O (stereo unspecified)	5.5%	10.5%	2.2%	2.2%	8.0%
CCOc1ccc(Br)cc1C(=O)Nc1ccc(C(=O)NCC(C)C)cc1	4.8%	i	4.0%	8.0%	-5.5%
Nc1ccc(C#Cc2ccc3c(=O)c4ccccc4oc3c2)cc1	-12.8%	0.2%	nt	-1.2%	0.4%
Cc1ccccc1NC(=O)CN1C(=O)N/C(=C\c2cccn2-c2cccc(C(=O)O)c2)C1=O	-6.4%	1.4%	-5.5%	-4.7%	-1.8%
COC(=O)c1cnc[nH]1	-1.1%	i	-0.6%	2.8%	4.9%
CCCCSc1nnc(CSc2ncccn2)n1C	-10.4%	0.1%	9.1%	-0.5%	1.1%
COC(=O)[C@]1(C)N[C@H](CN(C)C(=O)c2ccc(C(C)(C)C)cc2)[C@@H]2C(=O)N(Cc3ccccc3)C(=O)[C@@H]21	-26.7%	1.1%	27.2%	nt	0.5%
Cn1c(=O)c2c(nc(N3CCC(C(N)=O)CC3)n2CCSc2nc3ccccc3s2)n(C)c1=O	13.8%	0.9%	23.0%	16.7%	0.4%
CSc1ccccc1NC(=O)C1CCCN(S(C)(=O)=O)C1 (stereo unspecified)	-6.3%	0.1%	-5.6%	-4.7%	5.2%
C=C1CCC[C@]2(C)C[C@H]3OC(=O)C(CN(Cc4ccc(OC)c(OC)c4)CC(C)O)[C@H]3CC12 (stereo partly specified)	4.0%	13.1%	61.0%	-3.4%	5.1%
CC(NC(=O)c1ccc(Br)o1)c1ccc(-n2ccnc2)cc1 (stereo unspecified)	-9.0%	2.3%	21.1%	nt	-4.5%
Cc1cnc(C(=O)Nc2ccc(C(=O)N3CCCCC3)cc2)cn1	-0.8%	0.8%	-12.8%	3.6%	-12.5%
COc1ccc(CNS(=O)(=O)c2ccc3oc(C(=O)O)c(C)c3c2)cc1	26.8%	i	9.1%	-1.7%	-1.6%
COc1cccc(N(C(=O)Cn2nnc(-c3ccc(F)cc3)n2)C(C(=O)NCC2CCCO2)c2ccc(Cl)cc2)c1 (stereo unspecified)	0.3%	1.5%	6.8%	-2.1%	2.9%
CCOC(=O)Cc1csc(NC(=O)CSc2nc(-c3ccccc3)c(C#N)c(=O)[nH]2)n1	0.2%	i	0.3%	4.7%	0.9%
CC12CCC(C(=O)C1)C1(C)CCCC(=O)C21 (stereo unspecified)	-12.8%	1.5%	nt	nt	nt
CC(C)/C=C/C(=O)N1CCC(N2CCC(C(=O)NCc3ccccn3)CC2)CC1	-14.7%	0.3%	4.9%	-12.8%	1.0%
O=C(C1=C(O)C(=O)N(Cc2cccnc2)C1c1cccc(Oc2ccccc2)c1)c1ccco1 (stereo unspecified)	-12.2%	i	-8.6%	nt	0.0%
COc1ccc2c(c1)Cc1sc(NC(=O)c3cccs3)nc1-2	-1.2%	i	67.4%	10.9%	1.0%
CCc1ccc(Nc2nc3ccccc3c(=O)s2)cc1	-2.6%	1.8%	-13.8%	11.1%	0.4%
CC(c1ccco1)N(C(=O)c1cccc(Br)c1)c1ccccn1 (stereo unspecified)	8.0%	2.9%	1.3%	-1.1%	-4.0%
CC[C@]12c3[nH]c4ccccc4c3CCN1C(=O)C(CC(=O)NCCc1ccccn1)C[C@@H]2C(=O)N1CCN(C(=O)c2ccco2)CC1 (stereo partly specified)	-0.4%	0.8%	7.2%	nt	3.5%
Cc1[nH]c2ccccc2c1C(=O)/C=C/c1ccccc1	4.6%	?	26.5%	7.2%	12.0%
O=C(CSC1=NCCS1)Nc1nc2ccccc2s1	5.7%	1.8%	48.6%	4.3%	4.1%
Cc1ccccc1Nc1c(-c2ccccn2)nc2ccccn12	14.7µM*	i	i	10.0%	?
O=C(NCCCN1CCCCC1)C1CCN(c2ncnc3c2nc2n3CCCCC2)CC1	7.3%	2.2%	9.2%	3.9%	15.2%
CSc1ccc(Cl)c(C(=O)NNC(=O)c2cccs2)c1	-24.0%	0.8%	4.9%	nt	1.3%
C=CCOc1ccc(/C=C/C(=O)Nc2ccc(C(=O)NC)cc2)cc1	-11.1%	1.7%	19.8%	-1.1%	-1.9%
CCCCN1CC(C)(C)Oc2cccc(F)c2S1(=O)=O	-19.2%	i	nt	nt	nt

Part of the list above in order of formula weight, rising.
SMILES	influenza NS1A	inhibitors of VEEV	M. tuberculosis	Salmonella PhoP GFP	H37Rv inhibition	others
Cc1[nH]c2ccccc2c1C(=O)/C=C/c1ccccc1	4.6%	?	26.5%	7.2%	12.0%
CCCCN1CC(C)(C)Oc2cccc(F)c2S1(=O)=O	-19.2%	i	nt	nt	nt
CSc1ccc(Cl)c(C(=O)NNC(=O)c2cccs2)c1	-24.0%	0.8%	4.9%	nt	1.3%
CC(c1ccco1)N(C(=O)c1cccc(Br)c1)c1ccccn1 (stereo unspecified)	8.0%	2.9%	1.3%	-1.1%	-4.0%
O=C(NCCCN1CCCCC1)C1CCN(c2ncnc3c2nc2n3CCCCC2)CC1	7.3%	2.2%	9.2%	3.9%	15.2%
CC[C@]12c3[nH]c4ccccc4c3CCN1C(=O)C(CC(=O)NCCc1ccccn1)C[C@@H]2C(=O)N1CCN(C(=O)c2ccco2)CC1 (stereo partly specified)	-0.4%	0.8%	7.2%	nt	3.5%
